Screening results (PubChem)
Gli-Sufu antag – antagonists of Gli-Sufu signaling. Sufu-KO-LIGHT fibroblasts, Gli luciferase reporter luminescence. inhibition, % at 5 µM. actives 0.74% (n = 340,000);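 active = inhibition above about 55%, limit read from the data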;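 note: 0% = DMSO-treated cells and 100% = wells with medium but no cells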
CCR6 antagonist – blocks CCL20-driven beta-arrestin recruitment at human CCR6; P51684; CHO-K1 CCR6 PathHunter beta-arrestin, luminescence, CCL20-stimulated; inhibition, % at 20 µM; actives 0.49% (n = 340,000);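 active = compounds whose inhibition of the agonist-driven luminescence signal at 20 µM reaches about 50%, limit read from the data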;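 note: cells stimulated with CCL20 at 14 nM final; plate controls were DMSO with CCL20 for no effect and DMSO without agonist for full effect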
CXCR6 inh – blocks human CXCR6 beta-arrestin recruitment. actives 0.36% (n = 360,000). AID 602244. inhibition, % at 20 µM. CHO-K1 PathHunter CXCR6 beta-arrestin, luminescence. O00574; in the data active = inhibition above about 34%, passing the limit was not always enough;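 note: antagonist mode with CXCL16 agonist at 10 nM final; 0% = 10 nM CXCL16 with DMSO and 100% = unstimulated wells without agonist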
Target sequence (O00574 whole entry, looked up): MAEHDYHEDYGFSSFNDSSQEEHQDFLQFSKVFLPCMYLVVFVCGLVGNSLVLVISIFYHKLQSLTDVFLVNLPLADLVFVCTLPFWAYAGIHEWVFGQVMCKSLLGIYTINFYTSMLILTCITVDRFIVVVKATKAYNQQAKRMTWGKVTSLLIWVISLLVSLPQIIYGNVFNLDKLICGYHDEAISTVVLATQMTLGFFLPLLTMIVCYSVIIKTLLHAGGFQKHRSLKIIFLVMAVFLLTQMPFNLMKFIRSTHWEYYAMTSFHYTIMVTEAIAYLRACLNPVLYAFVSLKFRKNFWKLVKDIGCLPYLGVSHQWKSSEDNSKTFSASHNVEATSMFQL
UBC13 inh – inhibitors of human UBC13 polyubiquitin chain formation; P61088; TR-FRET; inhibition, % at 20 µM; actives 0.47% (n = 330,000); AID 485273; in the data active = inhibition above about 45%, passing the limit was not always enough
Target sequence (P61088 whole entry, looked up): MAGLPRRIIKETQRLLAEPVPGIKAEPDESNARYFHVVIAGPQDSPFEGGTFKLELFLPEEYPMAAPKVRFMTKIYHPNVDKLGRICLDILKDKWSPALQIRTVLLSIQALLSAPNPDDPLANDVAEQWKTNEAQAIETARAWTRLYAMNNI
EBI2 block – EBI2 (human) antagonism | AID 651636 | actives 0.81% (n = 360,000) | inhibition, % at 5 µM | EBI2 beta-arrestin recruitment, luminescence, 7a,25-OHC stimulated | P32249; in the data active = inhibition above about 38%;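 note: enzyme fragment complementation signal reports receptor beta-arrestin coupling in cells; 0% = agonist plus DMSO wells and 100% = wells without agonist; some results beyond the cut were filed as inactive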
APJ agonist – agonists of human APJ apelin receptor; P35414; CHO-K1 APJ PathHunter beta-arrestin, luminescence; 0% DMSO wells, 100% apelin; activation, % at 20 µM; actives 0.11% (n = 330,000);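 active = activation more than six SD over the plate average, tested at 20 µM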;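 note: 0% = DMSO alone and 100% = apelin-13 at 10 nM; some results filed as inactive read as strong as hits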
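Assay system: CHO-K1 APJ beta-arrestin complementation cell line / Compound: single test compound dose, 20 µM final, 1% DMSO / Times: overnight seeding, 90 min compound at 25 °C, 1 h detection / Technique: beta-gal luminescence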
APJ antagonist – blocks the human apelin receptor APJ. CHO-K1 APJ beta-arrestin complementation, luminescence. inhibition, % at 20 µM. P35414. actives 0.32% (n = 330,000);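 active = inhibition above about 40% at 20 µM, limit read from the data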;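 note: cells challenged with 10 nM apelin-13 agonist together with compound; plate controls were apelin-13 plus DMSO wells for no effect and DMSO wells lacking apelin-13 for full effect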
ATG4B inh – ATG4B (human) cysteine protease inhibition; Q9Y4P1; ATG4B cleavage of LC3-PLA2, NBD-HPC fluorescence, 1 h; inhibition, % at 8.33 µM; actives 0.51% (n = 340,000); in the data active = inhibition above about 40%
Target sequence (Q9Y4P1 whole entry, looked up): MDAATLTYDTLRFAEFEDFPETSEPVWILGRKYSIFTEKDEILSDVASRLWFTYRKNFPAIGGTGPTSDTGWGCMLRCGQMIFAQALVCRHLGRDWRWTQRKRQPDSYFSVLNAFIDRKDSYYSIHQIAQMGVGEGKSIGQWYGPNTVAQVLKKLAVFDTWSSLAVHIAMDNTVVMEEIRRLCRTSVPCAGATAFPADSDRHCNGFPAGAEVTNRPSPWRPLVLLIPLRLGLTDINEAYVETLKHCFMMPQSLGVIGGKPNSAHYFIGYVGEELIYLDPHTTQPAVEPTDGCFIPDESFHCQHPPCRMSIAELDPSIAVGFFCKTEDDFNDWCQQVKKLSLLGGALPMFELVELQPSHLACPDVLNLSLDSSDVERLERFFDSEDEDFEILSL
* marks the source's active call; other numbers are inactive results; i = inactive; . = no result given. Hits appear at their usual frequency (roughly 3% active in at least one column).

Compound	Gli-Sufu antag	CCR6 antagonist	CXCR6 inh	UBC13 inh	EBI2 block	APJ agonist	APJ antagonist	ATG4B inh
Cc1n[nH]c(C)c1CCC(=O)N/N=C/c1cccc([N+](=O)[O-])c1	0	5	-5	-1	10	2	11	-6
CC1=NN(c2ccccc2)C(=O)/C1=C\C=C1\N(C)c2ccccc2C1(C)C	12	26	17	i	4	-6	31	19
O=[N+]([O-])c1ccc(-c2nnc(CNC3CCCC3)o2)cc1	-3	-4	-10	0	0	-2	-2	-5
NS(=O)(=O)c1ccc(CCNC(=O)c2ccc3c(c2)N(Cc2ccccc2)CCS3)cc1	45	28	6	30	6	2	-13	-7
CCC(C)NS(=O)(=O)c1ccc(OC)c(Cl)c1Cl (centres undefined)	-2	0	2	8	5	1	1	-14
COc1ccc(CCNC(=O)CCc2ccccc2)cc1OC	-3	16	-5	-1	-3	-3	15	-12
O=C(CC(O)(C(F)(F)F)C(F)(F)F)Nc1ccc(Cl)c(Cl)c1	79*	17	-9	11	-28	2	-7	10
CCCc1cc(=O)[nH]c(SCC(=O)Nc2sccc2C#N)n1	-2	3	-6	2	-11	-2	11	-5
CN(C)c1ccc(NC(=O)CSc2nc3ccccc3c(=O)n2CC2CCCO2)cc1 (centres undefined)	-21	-2	3	5	-2	2	-8	-2
Cc1cc(C)c(NC(=O)NC(=O)C(Cl)(Cl)Cl)c(C)c1	-3	3	6	9	1	-2	-3	8
COc1cc(/C=C/C(=O)N2CCCC2)cc(OC)c1OC	-6	8	-8	1	-12	-1	-4	-8
O=C(CSc1ccccn1)Nc1ccc2c(c1)C(=O)c1ccccc1C2=O	-66	-10	-15	.	2	.	.	7
CCc1cccc(OCCCCNCCCOC)c1	3	-4	-9	-39	3	-3	-2	7
CC(Oc1ccc2c(-c3ccccc3)cc(=O)oc2c1)C(=O)N1CCC[C@@H]1C(N)=O (some centres undefined)	-35	2	5	-3	-5	-1	13	-19
O=C(COC(=O)c1ccc(Br)cc1)NC(=O)NCc1ccccc1	3	12	6	4	1	-4	3	1

Random excerpt: 2 entries already listed
Compound	Gli-Sufu antag	CCR6 antagonist	CXCR6 inh	UBC13 inh	EBI2 block	APJ agonist	APJ antagonist	ATG4B inh
COc1cc(/C=C/C(=O)N2CCCC2)cc(OC)c1OC	-6	8	-8	1	-12	-1	-4	-8
NS(=O)(=O)c1ccc(CCNC(=O)c2ccc3c(c2)N(Cc2ccccc2)CCS3)cc1	45	28	6	30	6	2	-13	-7

(listing goes on)
Compound	Gli-Sufu antag	CCR6 antagonist	CXCR6 inh	UBC13 inh	EBI2 block	APJ agonist	APJ antagonist	ATG4B inh
CCN(CC)CCNc1nc(C(F)(F)F)nc2c1nnn2Cc1ccccc1	17	6	1	14	6	4	6	-7
N#CCCN(Cc1ccncc1)C(=S)NC1CC2C=CC1C2 (centres undefined)	2	9	-3	1	2	0	17	6
O=C(c1ccc(-n2cncn2)c([N+](=O)[O-])c1)N1CCN(S(=O)(=O)c2ccc(Cl)cc2)CC1	15	-12	-11	-12	23	9	-16	6
COc1cc(CNc2ccc3[nH]c(=O)[nH]c3c2)ccc1OCc1ccccc1Cl	3	-7	0	6	7	1	-15	16
CCCC[C@H](CN(N=O)[C@@H](Cc1ccccc1)CN(C)N=O)N(CCc1ccccc1)N=O	17	3	6	1	23	-4	-57	-11
CCN(CC(=O)Nc1ccc(OC)cc1)CC(=O)Nc1ccc(Br)cc1F	8	14	6	8	-3	-8	8	-8
O=c1c(-c2ccccc2)coc2cc(O)ccc12	-90	1	5	7	-11	-4	-12	-24
C=CCn1c(C)cc(C(=O)CSc2nnc(Cc3ccccc3)o2)c1C	-16	11	6	7	6	-6	-3	-10
O=C1C=C(c2cc3ccccc3o2)C[C@@H](c2ccc(F)cc2)C1	-6	26	-7	-10	26	-3	12	-3
CCc1ccc(S(=O)(=O)N/N=C\c2cn(CC(N)=O)c3ccccc23)cc1	4	-11	-8	-12	-4	-1	10	24
Cc1occc1C(=O)Nc1ccc(OCc2ccccc2)cc1	-81	5	2	5	10	0	-3	-6
Cc1nnc(Nc2ccc(S(N)(=O)=O)cc2)c2ccccc12	6	5	5	4	-6	-2	7	0
O=c1[nH]c(=O)n(Cc2ccccc2)c2c1C(C(F)(F)F)(C(F)(F)F)N=C(c1ccco1)N2	16	10	3	6	-16	1	-1	3
O=C(CSc1nnc(-c2ccccn2)n1Cc1ccccc1)Nc1ccc2c(c1)OCO2	1	9	6	-4	1	-3	-8	15
CCCCCCCC(=O)NNC(=O)c1c(O)c2ccccc2n(CC)c1=O	-4	0	-7	-2	-12	4	1	-4
COc1ccc(-n2nc(C(=O)NCC(=O)N3CCOCC3)c3ccccc3c2=O)cc1Cl	29	5	3	7	8	-2	20	-8
Cc1ccc(C(=O)NCC(c2ccco2)N2CCOCC2)cc1 (centres undefined)	1	-4	-2	1	-11	-5	1	-1
N#C/C(=C(/O)COc1ccc(Cl)cc1)c1nc2ccccc2s1	-2	3	-12	-3	-11	0	-3	-10
Cc1ccc(C(=O)Nc2ccccc2C(=O)NCC2CCCO2)cc1 (centres undefined)	-8	0	5	2	-7	-4	4	-3
Cc1cc(S(=O)(=O)/N=C(\N)c2ccc(C(N)=O)cc2)cc(C)c1F	9	-9	-6	3	2	-1	10	1
O=C(CSc1ccc2c(c1)OCCO2)N1CCN(c2ccccc2O)CC1	-1	3	-7	-2	15	14	-2	8
O=c1oc(/C=C/c2ccco2)nc2sc3c(c12)CCC3	-26	-17	2	-12	-1	1	15	2
CCN(CC)S(=O)(=O)c1cc(NC(=O)C(C)N2CCc3ccccc32)ccc1C (centres undefined)	16	12	1	1	9	0	-6	-5
CCOC(=O)CN(C(=O)COC(=O)C1=NNC(=O)CC1)c1ccc(F)cc1	-12	6	-2	-9	4	0	7	1
Cc1cnc(NC(=O)CSc2nnc3ncccn23)s1	18	-17	4	6	-11	-2	2	3
CN1CCN(S(=O)(=O)c2ccc(N3CCN(c4ccccc4Cl)CC3)nc2)CC1	11	12	-4	7	2	-2	21	6
COC(=O)c1ccccc1S(=O)(=O)NNC(=O)c1nn(C)c(=O)c2ccccc12	1	-2	5	5	1	-1	-2	-2
Cc1ccc(-n2nc3c(=O)n(C(C)C(=O)NCCc4cccs4)nc(C)c3c2C)cc1 (centres undefined)	0	-1	-6	-1	10	-2	0	-5
CN(Cc1ccccc1)C(=O)CCS(=O)(=O)c1ccc2c(c1)NC(=O)CS2	-19	-1	1	5	-4	-3	6	-12
Cn1ccnc1SCC(=O)Nc1ccc2nc(SCC(=O)NC3CC3)sc2c1	-44	0	.	2	.	-4	14	-2
S=c1nc(-c2cc(Cl)cc(Cl)c2)[nH][nH]1	4	-23	-9	-1	-2	0	-9	-4
COc1ccc(C(=O)NNC(=O)c2ccc(F)c(S(=O)(=O)N3CCOCC3)c2)cc1	8	3	4	-2	9	-5	17	-5
Cc1ccc(OCCNC(=O)c2ccc(COc3ccccc3)o2)cc1	3	30	-7	8	22	-4	9	1
COc1cccc(CC2(CO)CCCN(Cc3sc(N4CCCC4)nc3Cl)C2)c1 (centres undefined)	12	4	-9	17	1	4	-6	-7
CCOc1ccc(-n2cnnn2)cc1S(=O)(=O)N1CCC(C)CC1C (centres undefined)	4	5	5	6	6	2	4	-9
O=c1c2ccccc2[nH]c(=S)n1CC1CCCO1 (centres undefined)	-6	-8	3	5	-10	-2	-1	-2
C/C(=N\NC(=S)NCc1ccccc1)c1ccc(Br)cc1	-12	11	19	3	14	-3	24	-5
Cc1noc(C)c1C(=O)OCC(=O)NCCc1ccccc1	-6	5	6	1	-4	-2	2	-10
Cc1ccccc1NC(=S)c1nc2ccccc2[nH]1	-9	9	-20	.	-12	.	.	28
COc1cc(Br)cc2cc(C(=O)N3CCOCC3)c(=O)oc12	-11	6	-6	-2	-6	-1	2	1
COc1ccc(-c2cc(C)no2)cc1S(=O)(=O)Nc1cccc(CN2CCCC2)c1	13	7	6	-9	1	4	-23	-5
CCCn1c(=O)c(C(=O)NNS(=O)(=O)c2ccc(C)cc2)c(O)c2ccccc21	-4	1	-6	-21	-11	4	-7	-2
CC(C)OC(=O)CSc1nc2cccnc2n1-c1ccc(F)cc1	-2	12	-6	-5	2	0	-4	-19
COc1cccc(/C=C/C(=O)NCCc2ccc(OC)c(OC)c2)c1	-2	0	-2	-8	-4	-4	8	-4
Cc1cc(C)nc(Nc2nc(=O)c3ccccc3s2)n1	1	-23	-6	17	13	-3	15	-1

One compound at a time, as listed above. Screens in order: Gli-Sufu antag, CCR6 antagonist, CXCR6 inh, UBC13 inh, EBI2 block, APJ agonist, APJ antagonist, ATG4B inh
CN(C)c1ccc(NC(=O)CSc2nc3ccccc3c(=O)n2CC2CCCO2)cc1 (centres undefined) is entered as -21, -2, 3, 5, -2, 2, -8, -2
CC1=NN(c2ccccc2)C(=O)/C1=C\C=C1\N(C)c2ccccc2C1(C)C is entered as 12, 26, 17, i, 4, -6, 31, 19

Following part.
Compound	Gli-Sufu antag	CCR6 antagonist	CXCR6 inh	UBC13 inh	EBI2 block	APJ agonist	APJ antagonist	ATG4B inh
Cc1ccc(OCC(=O)c2cc(C)n(CC(F)(F)F)c2C)c([N+](=O)[O-])n1	3	0	-2	12	-4	-3	-10	5
COc1ccc(C2C3C(=O)N(Cc4ccccc4)C(=O)C3ON2c2ccccc2)c(OC)c1OC (centres undefined)	4	-5	2	-6	4	2	-12	6
CCOC(=O)c1c(C)[nH]c(C(=O)COC(=O)c2ccc(N3CCCC3=O)cc2)c1C	0	-4	-8	10	-6	1	-9	0
Cc1occc1C(=O)N/N=C/C=C/c1ccccc1	-8	-7	-13	-23	-9	-2	-35	-5
O=c1oc2ccccc2c(NCCO)c1[N+](=O)[O-]	-9	2	0	-14	-7	-1	4	-3
COC(=O)c1c(NC(=O)C(=O)N2CCCCC2)sc2c1CC(C)(C)OC2	-9	2	-3	0	6	4	11	-6
COC(=O)c1c(NC(=S)Nc2ccc(C(=O)N3CCOCC3)cc2)sc2c1CCC2	2	14	-2	32	-6	-3	7	-5
O=C(NCCN1CCOCC1)c1ccc(-c2ccccc2)cc1	2	-13	4	-14	-9	2	9	2
Cc1ccc(NC(=O)C2CCCN(S(=O)(=O)c3cnc[nH]3)C2)cc1F (centres undefined)	1	-8	-2	8	-6	1	9	-12
